NFkB transloc pot = enhances IL-1B driven NFkB nuclear translocation; 94,000 tested, 0.3% active; HUVEC IL-1B NFkB p65 nuclear translocation imaging; activation, % at 2 µM;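 active = activation above 40%, about the mean plus 3 SD, also judged a hit on visual image review; inconclusive = activation above 40% but not a hit on visual review; inactive = activation not above 40% and no visual hit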;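 note: percent activation is computed from the nuclear over cytoplasmic p65 intensity ratio; values of inactives mirror those of a sister screen read the other way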
Bcl-B TR3 displacers = displacers of TR3 peptide from Bcl-B, primary screen, selectivity assay for Bfl-1 inhibitor project, biochemical, fluorescence polarization; AID 748; 96,000 tested, 0.11% active; FP displacement of FITC-TR3 peptide from Bcl-B; higher % means a stronger effect; displacement, % at 20 µM; hits with a dose series show IC50 in µM;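 active = displacement above 50% at 20 µM plus a fluorescence interference ratio under 1.5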;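 note: plate controls were wells without compound for no effect and wells lacking Bcl-B protein for full effect; a part of the inactive calls stands beside numbers as strong as those of hits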
MRP resist rev = compounds reversing MRP-mediated drug resistance. H69AR cells + 2 uM doxorubicin, CellTiter-Glo, 72 h. differential viability (reversal), % at 10 µM. 85,000 tested, 0.04% active. AID 602;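 active = viability drop by adding the cancer drug above about 55%, with treated viability meeting a 40% cutoff, limit read from the data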;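 note: viability without doxorubicin minus viability with 2 µM doxorubicin for each compound; larger differential means the compound sensitizes cells more to doxorubicin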
PLAP inhibitors HTS = PLAP enzyme inhibitors, biochemical, luminescence, HTS (AID 690) | one-dose inhibition, % at 20 µM; IC50 in µM for titrated hits | purified PLAP, luminescent substrate; higher % means a stronger effect | 96,000 tested, 0.08% active; in the data active = a potency from the dose series; inactive = the rest, 99 in 100 with inhibition below about 30%; note: strong numbers were not always called active
NFkB transloc inh = blocks IL-1B driven NFkB nuclear translocation in HUVEC cells; HUVEC IL-1B NFkB p65 nuclear translocation imaging; inhibition, % at 2 µM; 94,000 tested, 0.43% active; AID 796;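 active = inhibition above about 30% together with a positive call from visual inspection of the well image, limit read from the data; inconclusive = inhibition above a set limit but visual check negative; inactive = inhibition not above a set limit, visual check negative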;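 note: nuclear over cytoplasmic p65 intensity ratio measured by imaging; 0% = IL-1B stimulated DMSO wells and 100% = unstimulated DMSO wells; values of inactives mirror those of a sister screen read the other way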
MRP resist rev cytotoxicity = second read-out of MRP resist rev, no call of its own (marks repeat the call); viability, %; H69AR cells, CellTiter-Glo, 72 h; measured here: cytotoxicity without doxorubicin
MRP resist rev with doxorubicin = further read-out of MRP resist rev, marked with its call; viability, %; measured here: viability with 2 uM doxorubicin; hits give low values
NFkB transloc inh cell count 2 µM = recorded beside NFkB transloc inh, whose call it bears; cell count; measured here: cells passing quality filter;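 raw number of nuclei counted in each imaged well without normalization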
NFkB transloc pot cell count 2 µM = also measured in NFkB transloc pot; calls as there; cell count; measured here: cells passing quality filter
* hit, by the source's call; ? = inconclusive; nt = not tested or not shown. This is a subset; the hit share may differ from the screen's.

SMILES	NFkB transloc pot	NFkB transloc pot cell count 2 µM	Bcl-B TR3 displacers	MRP resist rev	MRP resist rev cytotoxicity	MRP resist rev with doxorubicin	PLAP inhibitors HTS	NFkB transloc inh	NFkB transloc inh cell count 2 µM
CCOc1cc(C=C(C(=O)OC)C(=O)OC)ccc1OCc1ccc([N+](=O)[O-])cc1	-7	138	1%	nt	nt	nt	-6%	7	138
O=C(OCc1cc2ccccc2[nH]c1=O)C1CCCCC1	5	85	-8%	5	100	95	-1%	-5	85
CN1CCN(c2ccccc2NC(=O)c2ccc(-c3ccc(Cl)cc3Cl)o2)CC1	-2	171	12%	-25	32	57	-43%	2	171
O=C(CCC1CCCC1)Nc1ccc(Br)cn1	7	183	-10%	-17	88	105	0%	-7	183
CC1CCCC(NC(=O)COC(=O)CCC2CCCC2)C1C (configuration not stated)	28	52	0%	10	98	88	-65%	-28	52
Cc1ccsc1C=Nc1c(C)n(C)n(-c2ccccc2)c1=O	9	199	-12%	3	95	92	-23%	-9	199
N#Cc1nc(COc2ccc(Cl)cc2)oc1N1CCCCCC1	1	175	-2%	17	93	75	13%	-1	175
O=C(C1CCC(Cn2c(=S)[nH]c3ccccc3c2=O)CC1)N1CCOCC1 (configuration not stated)	1	137	-2%	7	92	85	-33%	-1	137
CCC(Oc1ccccc1)C(=O)Nc1ccc(-c2nnc(-c3ccco3)o2)cc1 (configuration not stated)	4	149	-36%	16	101	85	-68%	-4	149
CCOC(=O)C1CCCN(c2cc(C)nc3cc(-c4ccc(Cl)cc4)nn23)C1 (configuration not stated)	0	157	nt	-6	76	82	nt	0	157
Cc1ccc(-n2nnc3c(SCC(=O)NCC4CCCO4)ncnc32)cc1 (configuration not stated)	8	131	-3%	1	86	85	20%	-8	131
CN(C)C=Nc1ncc2c3ccccc3n(CCN(C)C)c2c1C#N	-8	69	-4%	-13	54	67	-51%	8	69
CC1=NN(c2ccc(F)cc2)C(=O)C1C(c1cccc(O)c1)c1c(C)[nH]n(-c2ccc(F)cc2)c1=O (configuration not stated)	-7	125	12%	nt	nt	nt	9%	7	125
COCCNC(=O)c1cnn2c(C(F)(F)F)cc(-c3ccc4c(c3)OCO4)nc12	8	75	-15%	nt	nt	nt	20%	-8	75
C1CCC2(CC1)OCC1(CO2)COC2(CCCCC2)OC1	7	97	-8%	0	90	89	20%	-7	97
Cc1ccc(NC(=O)Nc2ccc3oc(C)nc3c2)cc1	39	51	-10%	-17	75	91	-7%	-39	51
Cc1occc1C(=O)Nc1nccs1	2	80	-4%	2	88	86	-3%	-2	80
O=C(Nc1nnc(-c2ccncc2)s1)C1CCCO1 (configuration not stated)	14	131	0%	6	93	88	0%	-14	131
CCOc1ccc(C(=O)Nc2cnn(Cc3ccc(Cl)c(Cl)c3)c2)cc1	4	187	5%	nt	nt	nt	27%	-4	187
COc1ccccc1Nc1nc(N)nc(CN2CCC(Cc3ccccc3)CC2)n1	10	147	-6%	-27	40	67	-60%	-10	147
C=C(C)C1CC=C(C)/C(=N/NC(=O)c2ccc(NC(=O)CC)cc2)C1 (configuration not stated)	-8	145	5%	nt	nt	nt	-48%	8	145
COc1ccccc1-c1cc(C(=O)N2CCN(c3ccc(F)cc3)CC2)no1	13	208	-5%	-18	59	78	7%	-13	208
O=C1c2ccccc2S(=O)(=O)N1Cc1nc2ccccc2s1	39	213	2%	-1	95	95	10%	-39	213
COc1ccc(CC(=O)OCC(=O)Nc2ncc(Cl)cc2Cl)cc1OC	10	183	3%	17	98	81	6%	-10	183
COc1ccc(CCn2c(C)cc3c(c2=O)C(c2ccncc2)C(C#N)=C(N)O3)cc1OC (configuration not stated)	-8	120	-1%	11	81	70	-24%	8	120
Next section.
SMILES	NFkB transloc pot	NFkB transloc pot cell count 2 µM	Bcl-B TR3 displacers	MRP resist rev	MRP resist rev cytotoxicity	MRP resist rev with doxorubicin	PLAP inhibitors HTS	NFkB transloc inh	NFkB transloc inh cell count 2 µM
COC(=O)Cn1ncc2c3ccccc3n(C)c2c1=O	24	106	1%	nt	nt	nt	9%	-24	106
Cc1cc(C)nc(-n2nc(C)cc2NC(=O)c2cccc(S(=O)(=O)N(C)C)c2)n1	nt	nt	5%	-10	72	83	-41%	nt	nt
CCOC(=O)c1sc(NC(C)=O)c(C(=O)OCC)c1C	24	139	1%	-6	97	103	-10%	-24	139
c1ccc(-c2ncnc3cc4n(c23)CCC4)cc1	5	122	nt	2	101	99	nt	-5	122
CCN1CCN(C(=O)CCCCCn2c(=O)[nH]c3cc(C(=O)OC)ccc3c2=O)CC1	14	213	20%	-5	90	94	-34%	-14	213
CN(Cc1cnn(C)c1)C(=O)C1CCCCC1C(=O)O (configuration not stated)	2	168	nt	6	97	91	nt	-2	168
Cc1c(NC(=O)Nc2cccc(Cl)c2)c(=O)n(-c2ccccc2)n1C	nt	nt	17%	-1	93	94	7%	nt	nt
COC(=O)CCC(NC(=O)c1cc(C)oc1C)C(=O)OC (configuration not stated)	-7	141	nt	12	89	77	nt	7	141
CCCCn1c(NCCO)nc2ccccc21	5	50	nt	16	93	77	nt	-5	50
COc1cc(-c2cc(N)n(S(=O)(=O)c3ccc(F)cc3)n2)cc(OC)c1OC	12	120	6%	1	74	73	19%	-12	120
COc1cccc(-c2nnc3sc(-c4ccccn4)nn23)c1	-3	149	15%	6	42	36	21%	3	149
Cn1c(SCCCC(=O)c2ccccc2)nnc1-c1ccncc1	4	107	-2%	-2	81	83	19%	-4	107
COc1ccccc1NC(=O)Cn1ncc2c1-c1ccccc1OC2	13	61	-2%	9	96	87	1%	-13	61
CCOC(=O)CN1C=C(c2ccc3ccccc3n2)C(C[N+](=O)[O-])c2ccccc21 (configuration not stated)	7	156	65%	9	83	74	-47%	-6	156
Cc1ccc(-c2nc3ccccc3[nH]2)cc1NC(=O)c1ccco1	32	75	-3%	nt	nt	nt	-17%	-32	75
CCOC(=O)c1cccc(NC(=O)Nc2cc(OC)ccc2OC)c1	-5	136	1%	-7	81	89	-4%	5	136
Cc1ccc(S(=O)(=O)C2(S(=O)(=O)c3ccc(C)cc3)CCCC2)cc1	nt	nt	-16%	-44	18	62	-20%	nt	nt
Cc1cc(NC(=O)COC(=O)CCC(=O)c2ccc(F)cc2)no1	nt	nt	6%	nt	nt	nt	7%	nt	nt
CCOC(=O)c1cc(-c2ccncc2)nc2c1c(C)nn2-c1ccccn1	nt	nt	8%	24	56	32	nt	-5	188
O=C(O)CC(=O)Nc1ccccc1	9	185	6%	-3	101	104	38%	-9	185
Cc1sc2ncnc(SCC(=O)NC(=O)NCc3ccco3)c2c1C	2	170	31%	-3	88	90	-26%	-2	170
CCN1CCN(C(=O)CCc2nc3ccccc3c(=O)[nH]2)CC1	-1	162	25%	0	102	102	-9%	1	162
COc1ccc(C2=NOC(C(=O)NC(C)(C)C)C2)cc1 (configuration not stated)	-48	125	0%	12	95	83	0%	?	nt
Cc1cc(NC(=O)CSc2ccc3nnc(-c4ccccc4)n3n2)no1	15	143	-4%	10	93	84	20%	-15	143
CCn1c(COc2ccc(C)cc2)nnc1SCC(=O)Nc1cc(OC)ccc1OC	-22	87	2%	-18	18	36	-94%	22	87

A draw from above in order of SMILES length, rising.
SMILES	NFkB transloc pot	NFkB transloc pot cell count 2 µM	Bcl-B TR3 displacers	MRP resist rev	MRP resist rev cytotoxicity	MRP resist rev with doxorubicin	PLAP inhibitors HTS	NFkB transloc inh	NFkB transloc inh cell count 2 µM
O=C(O)CC(=O)Nc1ccccc1	9	185	6%	-3	101	104	38%	-9	185
CCCCn1c(NCCO)nc2ccccc21	5	50	nt	16	93	77	nt	-5	50
CCOC(=O)c1sc(NC(C)=O)c(C(=O)OCC)c1C	24	139	1%	-6	97	103	-10%	-24	139
COc1ccc(C2=NOC(C(=O)NC(C)(C)C)C2)cc1 (configuration not stated)	-48	125	0%	12	95	83	0%	?	nt
COc1ccccc1NC(=O)Cn1ncc2c1-c1ccccc1OC2	13	61	-2%	9	96	87	1%	-13	61
CCOC(=O)c1cccc(NC(=O)Nc2cc(OC)ccc2OC)c1	-5	136	1%	-7	81	89	-4%	5	136
Cc1cc(NC(=O)COC(=O)CCC(=O)c2ccc(F)cc2)no1	nt	nt	6%	nt	nt	nt	7%	nt	nt
CCOC(=O)c1cc(-c2ccncc2)nc2c1c(C)nn2-c1ccccn1	nt	nt	8%	24	56	32	nt	-5	188
Cc1c(NC(=O)Nc2cccc(Cl)c2)c(=O)n(-c2ccccc2)n1C	nt	nt	17%	-1	93	94	7%	nt	nt
CCn1c(COc2ccc(C)cc2)nnc1SCC(=O)Nc1cc(OC)ccc1OC	-22	87	2%	-18	18	36	-94%	22	87
Cc1ccc(S(=O)(=O)C2(S(=O)(=O)c3ccc(C)cc3)CCCC2)cc1	nt	nt	-16%	-44	18	62	-20%	nt	nt
COc1cc(-c2cc(N)n(S(=O)(=O)c3ccc(F)cc3)n2)cc(OC)c1OC	12	120	6%	1	74	73	19%	-12	120
CCN1CCN(C(=O)CCCCCn2c(=O)[nH]c3cc(C(=O)OC)ccc3c2=O)CC1	14	213	20%	-5	90	94	-34%	-14	213

More compounds:
SMILES	NFkB transloc pot	NFkB transloc pot cell count 2 µM	Bcl-B TR3 displacers	MRP resist rev	MRP resist rev cytotoxicity	MRP resist rev with doxorubicin	PLAP inhibitors HTS	NFkB transloc inh	NFkB transloc inh cell count 2 µM
O=C(/C=C\Nc1ccccn1)c1ccccc1	21	193	-6%	-4	83	87	23%	-21	193
Cc1cc(NC(=O)COC(=O)CCCOc2ccc(Cl)cc2C)no1	-5	113	5%	-3	97	100	18%	5	113
O=C(O)c1ccc(CSCc2ccccc2F)o1	33	115	0%	nt	nt	nt	14%	-33	115
CCC1CCCCN1C(=O)COc1cc(=O)n(C)c2ccccc12 (configuration not stated)	0	149	0%	-13	70	83	6%	0	149
Cc1cccc(CCNC(=O)C2CCC(=O)N2Cc2ccc(F)cc2)c1 (configuration not stated)	21	175	-35%	-8	101	109	18%	-21	175
COC(=O)c1cc(OC)c(OC)cc1NC(=S)N1CCCCC1	12	163	-8%	12	93	81	-8%	-12	163
COc1ccccc1CNS(=O)(=O)c1c(C)[nH]c(=O)[nH]c1=O	4	166	-12%	0	101	100	10%	-4	166
O=C(c1nc2ncccn2n1)N1CCc2ccccc2C1	-7	158	-6%	-10	84	94	19%	7	158
CCCN(CCC)C(=O)CCS(=O)(=O)c1cccc2nsnc12	nt	nt	-10%	8	93	85	15%	nt	nt
O=C(CSc1nc2cc(Cl)ccc2s1)c1cc2ccccc2o1	7	176	-25%	nt	nt	nt	-6%	-7	176
Cc1ccc(NC(=O)CCNS(=O)(=O)c2ccc3c(c2)oc(=O)n3C)cc1	-1	189	-1%	-18	68	85	10%	1	189
Cc1cc(C)nc(NC(=O)CSc2nn(C)c(=S)s2)n1	3	160	-1%	10	97	87	-9%	-3	160
CCCCCCNC(=O)CSc1nccn1Cc1ccccc1	nt	nt	-13%	10	98	88	23%	nt	nt
CCOC(=O)N1CCC(NC(=O)c2cc(C(=O)Nc3cccc(OC)c3)ccc2CO)CC1	28	187	12%	-2	89	91	-44%	-28	187
Brc1ccccc1-c1nnc(CSc2nnnn2-c2ccccc2)o1	14	134	-60%	12	83	71	-108%	-14	134
COc1ccc(C2C(C(=O)N3CCN(C)CC3)c3ccccc3C(=O)N2C2CCCCC2)cc1 (configuration not stated)	11	138	-2%	-5	80	86	-45%	-11	138
O=[N+]([O-])c1cccc(C(=Nc2ccccc2Cl)NO)c1	-10	102	-3%	nt	nt	nt	7%	10	102

Screens from PubChem.
